# Bioassay records deposited in PubChem by several laboratories.
# p97 inhibitor – human p97 ATPase inhibition | actives 0.42% (n = 220,000) | AID 1481 | recombinant p97 ATPase, Kinase-Glo ATP luminescence, 3 h | inhibition, % at 8 µM; in the data active = inhibition above about 15%;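 also: 0% = DMSO vehicle and 100% = wells lacking enzyme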
# PGE2 EP2 inh – inhibitors of human EP2 prostaglandin E2 receptor | P43116 | C6 glioma cells expressing human EP2, cAMP TR-FRET; cells stimulated with saturating PGE2 | inhibition, % at 25 µM | actives 0.52% (n = 260,000) | AID 1422;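 active = percent inhibition above 40 after rounding to a whole number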;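 also: rat C6 glioma host cells with rolipram phosphodiesterase inhibitor present; the protocol text gives 20 µM as final concentration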
# S1P4 ag – human S1P4 receptor agonism. O95977. actives 0.35% (n = 220,000). activation, % at 4.98 µM. S1P4-expressing cell line, agonist reporter assay. AID 1509; in the data active = activation above about 11%;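 also: 0% = DMSO vehicle and 100% = reference agonist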
# NPY1 pot ag – potentiators or agonists of human neuropeptide Y receptor Y1; P25929; AID 1304; activation, % at 3.6 µM; NPY-Y1 expressing cells, potentiator/agonist activation; actives 0.37% (n = 220,000); in the data active = activation above about 33%, passing the limit was not always enough;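 also: cells stimulated with NPY at EC10 then isoproterenol at EC100; 0% = low agonist plus stimulus and 100% = saturating agonist plus stimulus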
# NPY2 pot ag – potentiates or activates human NPY-Y2 receptor; P49146; cells expressing NPY-Y2, potentiator/agonist read-out; activation, % at 3.6 µM; actives 0.45% (n = 220,000); AID 1359; in the data active = activation above about 27%;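 also: cells stimulated with NPY near EC25 plus isoproterenol at EC100; 0% = vehicle plus submaximal agonist and 100% = vehicle plus saturating agonist; some results beyond the cut were filed as inactive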
# EP2 mod – modulators of human EP2 prostaglandin E2 receptor. P43116. induction, % at 25 µM. actives 0.83% (n = 260,000). AID 940. EP2-expressing cells, cAMP HTRF FRET, PGE2 co-stimulation;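 active = compounds whose cAMP rise, as percent of the full-agonist control response, exceeds 60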;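 also: rat C6 glioma line stably carrying human EP2 under a CMV promoter; the protocol text gives 20 µM as final concentration; 100% = response of wells given 1 µM PGE2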
# eIF4E 4G PPI – blocks eIF4E binding to eIF4G; P63073+Q04637; TR-FRET eIF4E-eIF4GI(517-606) binding, 2 h; inhibition, % at 21.7 µM; actives 0.37% (n = 220,000);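 active = inhibition above about 30%, limit read from the data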;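 also: 0% = full FRET control wells and 100% = background wells lacking eIF4GI fragment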
# NPY Y1 blocker – NPY-Y1 (human) receptor antagonism; AID 1040; actives 1% (n = 200,000); P25929; inhibition, % at 3.6 µM; HEK293-CNG Y1 cells, membrane potential fluorescence; NPY at EC95, then isoproterenol;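 active = inhibition above the campaign mean inhibition of all tested compounds plus 3 SD, cut at about 20% in these data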;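 also: 0% = DMSO wells given NPY plus isoproterenol and 100% = isoproterenol alone without NPY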
#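 Assay system: HEK293 cells with Y1 receptor plus CNG channel | Probe or stimulus: NPY (25 nM), isoproterenol (1 µM), Ro 20-1724 (25 µM) | Timing: Compound incubation 1 h at room temperature, readout 45 min post-stimulation | Measured by: Membrane-potential fluorescent dye readout | Benchmarks: High control isoproterenol alone, low control NPY with isoproterenol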
# S1P4 antagonist – blocks the human S1P4 receptor. O95977. S1P4-expressing cells, antagonist mode, reporter read-out. inhibition, % at 4.98 µM. actives 0.26% (n = 220,000); in the data active = inhibition above about 29%;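 also: 0% = wells stimulated with agonist and 100% = vehicle wells without agonist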
# The depositor's hits bear a star; x = no result given; & = joins results of further samples; [ ] = another dose, or the depositor's remark. Only part of the results is shown. The share of hits here may be higher or lower than overall.
SMILES	p97 inhibitor	EP2 mod	S1P4 ag	eIF4E 4G PPI	NPY Y1 blocker	NPY2 pot ag	NPY1 pot ag	PGE2 EP2 inh	S1P4 antagonist
O=C(O)C1CC(=O)N(Cc2ccc3c(c2)OCO3)C1 (stereo not given)	3	16	1.8	-2	3	-1	-13	7	-7
CCCCCC1CC1C(=O)N/N=C/c1ccc(N(C)C)cc1 (stereo not given)	-1	-40	0.1	1	3	-15	-18	1	10
Cc1cc(C)n(C(=O)c2ccc([N+](=O)[O-])cc2[N+](=O)[O-])n1	1	-17	1.2	-8	5	7	-4	8	6
CCN(CC)c1ccc(-c2nnc(SCC(=O)Nc3ccccc3C#N)n2-c2ccccc2)cc1	0	0	-0.5	0	-4	-20	-8	8	3
Cc1ccc(NCC(O)C(O)C(O)CO)cc1C (stereo not given)	4	7	0.0	3[fluorescence artefact?]	7	13	16	5	-5
c1csc(-c2noc(CN3CCc4sccc4C3)n2)c1	-1	7	0.2	1	-2	-10	6	12	9
CN(C)c1ccc(CNn2cnnc2SCc2ccc(F)cc2)cc1	2	-54	2.4	-6	-1	12	10	6	-32
COCCNc1nc(-c2cc3ccccc3o2)cs1	7	-19	0.5	0[fluorescence artefact?]	-3	6	7	7	-8
COC(=O)Oc1ccc(/C=N/NC(=O)CSCc2ccc(Cl)cc2)cc1OC	1	-56	1.3	2	1	-6	-17	6	-11
CS(=O)(=O)N(Cc1ccccc1)c1ccccn1	1	32	-3.2	0	2	-5	11	9	0
O=C(COc1ccccc1[N+](=O)[O-])N/N=C/c1ccc(OC(=O)c2ccco2)cc1	2	2	4.1	0	-5	-7	-1	6	5
COCCCNCCCCOc1cccc(Br)c1	0	3	0.0	10	4	13	-12	5	1
O=C(c1ccco1)N1CCN(CCOCCOc2cccc3ccccc23)CC1	-4	-21	-2.1	2[fluorescence artefact?]	9	-3	-1	19	8
Cc1nc(C(F)(F)F)ccc1C(=O)N1CCCCC1	2	13	0.4	-3	x	6	17	4	3
O=C(CSc1nnc(-c2ccco2)n1Cc1ccccc1)c1ccccc1	-12	1	-1.0	2	2	2	-15	10	-4
CCOc1ccc(N(C(C)=O)c2nc(C)cc(C)c2C#N)cc1	1	13	0.6	1	1	0	-20	10	4
COc1ccc(OC)c(/C=C/C(=O)OCC(=O)Nc2cccc(C(C)=O)c2)c1	-4	-33	0.2	1	-2	-5	-3	5	-19
CC(=O)Nc1ccc(S(=O)(=O)NCC(=O)NCCc2ccc(S(N)(=O)=O)cc2)cc1	5	18	-1.5	-3	1	-4	7	7	6
CCOC(=O)c1c(CSC(=N)N)n(-c2ccccc2)c2cc(Br)c(OC(C)=O)cc12	5	-29	0.0	5	x	-13	8	19	26
COC(=O)c1c(N2C(=O)CC(Sc3ncccc3C(=O)O)C2=O)sc(C)c1C (stereo not given)	5	26	0.6	-3	x	-24	12	8	2
CCCn1cnc2c(c1=O)c1nc3ccccc3nc1n2Cc1ccccc1OC	4	42	0.9	-7	2	0	-9	7	-14
COC(=O)c1ccc(CSc2nc3sc(C)c(C)c3c(=O)[nH]2)cc1	1	28	-0.4	3	x	-17	-11	8	0
Cc1cccc(CC(=O)OCn2nnc3ccccc3c2=O)c1	-7	11	-1.4	-7	6	-14	-17	9	-19
Cc1sc2nc(SCC(=O)NCc3ccco3)n(Cc3ccccc3)c(=O)c2c1C	-4	42	1.6	-2	5	-4	-15	14	-15
Cc1ccc(CNC(=O)Cn2cncn2)cc1	3	27	2.6	-9	-2	-1	19	7	-21
CCN(CC)S(=O)(=O)c1ccc(-c2nnc(SCC(N)=O)n2CC)cc1	6	38&6	2.7	1	-1	-9	4	7&1	-1
CCOC(=O)c1c(NC(=O)CN2CCCc3ccccc32)sc(C)c1C	4	44	-0.3	-3[fluorescence artefact?]	0	9	-20	3	-9
CCc1ccc2[nH]c(=O)c(CN(Cc3ccco3)C(=S)NCC3CCCO3)cc2c1 (stereo not given)	1	17	0.4	1	-2	5	2	5	-23
Cc1ccc(C)c(N2CN(Cc3ccco3)CNC2=S)c1	5	-2	0.0	-2	-2	2	1	5	-7
CC(C)(CSc1ccccn1)NS(=O)(=O)c1ccc(Cl)cc1	-3	22	-0.5	9	1	3	3	8	-18
COC(=O)c1ccc(NC(=S)Nc2ccccn2)cc1	-3	-12	-0.1	-2	9	5	-8	19	-20
CCC(=O)Nc1nnc(Cc2ccccc2)s1	0	-13	-0.2	1[fluorescence artefact?]	8	-14	-17	6	-1
COc1ccc(C(=O)c2cnc3cc4c(cc3c2C)OCO4)cc1	-4	-8	0.2	2	5	-10	-25	19	1
COc1cccc(-c2nc(CSCC(=O)N3CCc4ccccc43)c(C)o2)c1	4	-29	-0.6	4	2	-7	-7	0	1
COC(=O)c1ccc(C(=O)OCc2nc3cc4ccccc4cc3[nH]2)cc1	2	-57	-0.4	3[fluorescence artefact?]	4	-1	-18	33	-8
O=C(COC(=O)c1cccnc1Cl)NCCC1=CCCCC1	-2	6	0.3	-1	4	5	0	7	-8
Cc1ccc(C2Nc3ccccc3C(=O)N2CCCN2CCOCC2)cc1 (stereo not given)	-1	-17	-0.4	3	x	14	14	10	-3
O=C(NCc1ccc2[nH]c3c(c2c1)CCCC3)N1CCOCC1	3	16&20	-2.0	-4	-8	4	-14	13&7	-8
CCOc1cc(/C=N/NC(=O)C(C)Sc2ccccc2)ccc1O (stereo not given)	-1	-31	1.9	1	4	-5	1	6	-16
COc1ccc(-c2ccnc(SCC(=O)N3CCOCC3)n2)cc1	-1	24	0.9	3	-4	5	-5	3	-6
O=C1CCC2(CC1)NC(=O)N(c1ccccc1)N2	4	17	2.1	1	5	-5	-11	15	-9
O=C(NC1CCCCC1)c1cc2ccccc2cc1O	8	-27	-0.8	-2	x	2	9	17	5
COc1ccc(/C=C2\SC(=O)N(CC(=O)NNC(=O)c3ccccc3O)C2=O)cc1OC	3	3	0.8	6	1	-1	-7	8	-5
O=[N+]([O-])c1ccccc1/C=N\N1CCN(c2ccccc2)CC1	6	15	4.7	2	3	6	17	6	-15
CN=C(Nc1ccccc1)SC1CC(=O)N(c2cccc(OC)c2)C1=O (stereo not given)	-3	-48	0.8	-3	-4	-9	13	16	-7
NC(=O)C1CCN(C(=O)CCC(=O)c2ccc(Br)cc2)CC1	4	-9	0.8	4	0	12	-14	7	10
O=C1CCCC2=C1C(c1ccccc1O)C1=C(CCCC1=O)O2	-5	-16&5	-0.8	3	1	-7	10	13&15	8
Cc1cccc(NC(=O)c2c(-c3ccccc3)noc2C)n1	6	-55	1.9	1	-3	4	7	43*	-9
O=C1CN(C(=O)CNC(=O)c2ccccc2Cl)c2ccccc2N1	0	-3	0.8	3	-5	6	1	9	3
CCOc1cccc2sc(NC(=O)c3ccc(Br)s3)nc12	0	2	2.7	-4	-1	1	-8	14	-33
CNc1nc(SC)nc(N2CCOCC2)n1	2	11	-1.8	-7	2	12	6	7	-15
CC(CN1CCOCC1)OC(=O)C(C)(c1ccccc1)c1ccccc1 (stereo not given)	-5	55	0.6	3	7	-2	8	8	3
CC1CCN(C(=O)CN(C2CCCCC2)S(C)(=O)=O)CC1	-3	14	1.8	3	3	-3	11	8	-1
O=C(CSc1nnc(-c2cccc(S(=O)(=O)N3CCCC3)c2)n1-c1ccccc1)Nc1cccc(C(=O)O)c1	-2	3	-0.2	-5	x	-20	14	5	-10
O=C(Oc1ccc(OC(=O)N2CCCCC2)cc1)N1CCCCC1	7	12	0.8	1	-1	1	10	3	2
C=CCn1c(-c2cccs2)nc2ccccc21	7	22&-7	-1.0	-8	4	3	-33	9&12	2
COc1ccc(OCCC(=O)OCC(=O)NCc2ccc(F)cc2)cc1	-5	30	1.6	0	0	-4	-21	8	-1
Cn1c(NCc2ccco2)nc2c1c(=O)n(Cc1ccc(Cl)cc1)c(=O)n2C	1	4	0.8	0	-3	6	-5	9	-23
CSc1nc(=NC(C)=O)ss1	3	7	-0.6	-4	1	0	12	16	-7
COc1ccc(C(C)(C)C)cc1NC(=O)COC(=O)c1cc(SC)ccc1Cl	-5	22	1.0	1[fluorescence artefact?]	16	-8	-55	9	-17

# Part of the list above, with two lines to a compound.
# Under each structure – p97 inhibitor, EP2 mod, S1P4 ag, eIF4E 4G PPI, NPY Y1 blocker, NPY2 pot ag, NPY1 pot ag, PGE2 EP2 inh, S1P4 antagonist
C=CCn1c(-c2cccs2)nc2ccccc21
→ 7, 22&-7, -1.0, -8, 4, 3, -33, 9&12, 2
O=C(CSc1nnc(-c2cccc(S(=O)(=O)N3CCCC3)c2)n1-c1ccccc1)Nc1cccc(C(=O)O)c1
→ -2, 3, -0.2, -5, x, -20, 14, 5, -10

# New compounds follow:
SMILES	p97 inhibitor	EP2 mod	S1P4 ag	eIF4E 4G PPI	NPY Y1 blocker	NPY2 pot ag	NPY1 pot ag	PGE2 EP2 inh	S1P4 antagonist
O=C1CC(c2ccco2)CC(O)=C1C=NCC1NCCc2ccccc21 (stereo not given)	3	19	0.8	-4	3	4	16	25	-6
COc1ccc(/C=N/n2c(-c3ccc(C)cc3)n[nH]c2=S)cc1OC	-2	3	-0.7	9	x	-43	-35	14	-7
C=CCc1c(C)nc(-c2ccccc2)nc1N/N=C(\C)c1ccc(N)cc1	4	8	0.9	0[fluorescence artefact?]	8	-7	-2	5	-9
Cc1ccc(NC2=C(Cl)C(=O)OC2OC(=O)c2ccco2)cc1 (stereo not given)	-1	21	-3.4	-15	2	-4	-9	6	6
Brc1ccc2[nH]c3c(N4CCc5ccccc5C4)ncnc3c2c1	5	-44	-0.8	-5	5	3	12	5	8
CC(C)C(=O)Nc1cc2c(cc1C(=O)c1ccccc1)OCCO2	3	-1&2	-4.1	2	-2	1	-13	5&9	-25
CC(=O)N1CCN(C(=S)c2ccc(N(C)C)cc2)CC1	6	4	0.2	1	2	9	3	15	-3
CCCOc1ccc2oc(=O)c3c(c2c1)CCCN3C(=O)CN1CCc2ccccc2C1	-3	-3	-2.1	2	6	-44	-49	9	-3
O=C(c1cc(-c2ccncc2)nc2ccc(Br)cc12)N1CCN(c2ccccn2)CC1	0	-4	0.2	-4	11	6	-33	14	0
O=C(O)c1ccc(COc2ccccc2/C=C2\NC(=O)N(Cc3ccccc3)C2=O)cc1	3	-25	1.5	3	-1	5	11	7	5
CCOC(=O)N1CCC(NC(=O)CCS(=O)(=O)c2ccc3c(c2)CCN3C(C)=O)CC1	2	31	-1.0	2[fluorescence artefact?]	-3	-21	15	x	4
CCOc1ccc(-c2cc(CCCC(=O)N3CCN(c4ccc(OC)cc4)CC3)no2)cc1	-2	1	1.0	-6[fluorescence artefact?]	-1	10	3	5	-15
Cn1cccc1/C=C(/C#N)C(N)=S	5	-37	-0.3	3[fluorescence artefact?]	6	-11	-16	9	-4
Cc1ccc(CNC(=O)COC(=O)[C@@H]2CC(O)CN2S(=O)(=O)c2ccc3c(c2)OCCO3)cc1 (stereo not given in full)	0	13	0.1	12	5	6	12	4	-11
Cn1c(=O)c2c(nc(SCC(=O)OCc3ccccc3)n2C)n(C)c1=O	-4	40	-5.0	0	4	-7	-17	7	2
O=C(NCC(c1cccs1)N1CCOCC1)c1ccco1 (stereo not given)	-4	1	-0.3	4	-1	-2	-18	4	10
CN(C[C@H](Cc1ccccc1)N(C[C@H](Cc1ccccc1)N(CCC(C)(C)C)N=O)N=O)N=O	0	6	-0.1	1	1	-19	-14	5	2
